# LDHA inh: inhibitors of human lactate dehydrogenase A. P00338. purified LDHA, NADH/diaphorase-resazurin fluorescence; hits give low values. activity change, % (values are at about 110 or 230 µM). actives 0.15% (n = 480,000). AID 1347041; in the data active = activity change below about -30%; inconclusive = mostly about -25% to -30%;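 also: plate controls were DMSO wells for no effect and wells without enzyme for full effect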
#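 Human LDH5 at 2 nM final in Tris HCl pH 7.4 with 0.06 mM NADH and 0.2 mM pyruvate, reacted 5 minutes at room temperature. Remaining NADH coupled via diaphorase/resazurin; resorufin fluorescence read at 0 and 20 minutes, normalized to enzyme-free and DMSO wells.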
# Pol eta inh: blocks human DNA polymerase eta activity | Q9Y253 | actives 1.2% (n = 390,000) | Potency, µM (series often up to 114 µM), for the others: at the top dose activity change, negative = inhibition, usual class: inhibitors | AID 588591 | recombinant Pol eta, fluorescent DNA replication assay; also: potency is read from the fitted curve at half-maximal effect; % is scaled to controls: 0 for no effect and ±100 for the full control effect
#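 Fluorescent replication assay: 50 nM final substrate added after a 15 min room-temperature compound preincubation with 10 nM enzyme. Signal taken at 0 min and again at 10 min.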
# Pol iota inh: inhibitors of human DNA polymerase iota | Q9UNA4 | Pol iota fluorescent replication assay, 10 min | Potency, µM (top dose mostly 115 µM), inactives show at the highest dose activity, negative = inhibition, hits mostly inhibitors | actives 1% (n = 390,000) | AID 588590; also: potency is read from the fitted curve at half-maximal effect
#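 Fluorescent replication assay read twice, at 0 min and 10 min after adding 50 nM (final) substrate. Enzyme (10 nM) and compounds were first incubated 15 min at room temperature; enzyme-free buffer wells were negative controls.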
# APE1 inh: blocks human APE1 abasic DNA cleavage; AID 2517; recombinant APE1, TAMRA/BHQ-2 abasic DNA cleavage fluorescence; P27695; Potency, µM (titrated, usually from 65.8 µM), without a hit: top-dose activity change, negative = inhibition, actives largely listed as inhibitors; actives 0.35% (n = 350,000);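 also: potency is read from the fitted curve at half-maximal effect; plate controls were vehicle for no effect and reference inhibitor for full effect; nearly all actives have a fitted effect of over 55% in size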
#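 Step 1: APE1 (0.75 nM) with compound, 15 min RT. Step 2: add 50 nM fluorophore/quencher THF duplex. Step 3: three fluorescence reads 60 s apart (525/598 nm); read 3 minus read 1 = reaction progress.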
# Apoferritin bind: binds horse apoferritin like a general anesthetic. actives 0.074% (n = 350,000). Potency, µM (series often up to 77.5 µM), without a hit: at the top dose activity change, negative = displacement, actives largely listed as inhibitors. P02791. apoferritin/1-aminoanthracene competitive binding, fluorescence; also: potency is read from the fitted curve at half-maximal effect; % is scaled to controls: 0 for no effect and ±100 for the full control effect; nearly all actives have a fitted effect of over 20% in size
# Target sequence (P02791 2-175 limits assumed): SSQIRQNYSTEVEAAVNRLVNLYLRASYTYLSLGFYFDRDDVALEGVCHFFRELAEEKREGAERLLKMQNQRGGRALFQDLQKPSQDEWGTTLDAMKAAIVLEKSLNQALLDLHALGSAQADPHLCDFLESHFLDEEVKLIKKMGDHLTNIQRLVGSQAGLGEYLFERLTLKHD
#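 Steps: apoferritin (10 uM) was premixed with half-saturated 1-AMA in PBS, compounds were pin-transferred, plates stood 10 min at room temperature, fluorescence was read at 380/535 nm, and curves were fitted with a Hill equation.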
# POLB inh: blocks human DNA polymerase beta activity. Potency, µM (top dose mostly 114 µM), for inactives: at the highest dose activity change, negative = inhibition, most hits filed as inhibitors. Pol beta primer extension/strand displacement, fluorescence kinetic. P06746. actives 1.3% (n = 340,000); also: potency is read from the fitted curve at half-maximal effect; % is scaled to controls: 0 for no effect and ±100 for the full control effect
#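 Homogeneous kinetic assay of primer extension and strand displacement by 10 nM Pol beta, preincubated 15 min at room temperature with compound before 50 nM substrate (final) was added. Read at 0 and 10 min; four-parameter Hill fit.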
# POLK inh: DNA polymerase kappa (human) inhibition. Q9UBT6. purified Pol kappa, fluorescent DNA synthesis assay, 10 min. Potency, µM (series often up to 107 µM), for inactives: top-dose activity, negative = inhibition, most hits filed as inhibitors. actives 0.53% (n = 400,000). AID 588579; also: potency is read from the fitted curve at half-maximal effect; % is scaled to controls: 0 for no effect and ±100 for the full control effect
# Target sequence (Q9UBT6 whole entry, looked up): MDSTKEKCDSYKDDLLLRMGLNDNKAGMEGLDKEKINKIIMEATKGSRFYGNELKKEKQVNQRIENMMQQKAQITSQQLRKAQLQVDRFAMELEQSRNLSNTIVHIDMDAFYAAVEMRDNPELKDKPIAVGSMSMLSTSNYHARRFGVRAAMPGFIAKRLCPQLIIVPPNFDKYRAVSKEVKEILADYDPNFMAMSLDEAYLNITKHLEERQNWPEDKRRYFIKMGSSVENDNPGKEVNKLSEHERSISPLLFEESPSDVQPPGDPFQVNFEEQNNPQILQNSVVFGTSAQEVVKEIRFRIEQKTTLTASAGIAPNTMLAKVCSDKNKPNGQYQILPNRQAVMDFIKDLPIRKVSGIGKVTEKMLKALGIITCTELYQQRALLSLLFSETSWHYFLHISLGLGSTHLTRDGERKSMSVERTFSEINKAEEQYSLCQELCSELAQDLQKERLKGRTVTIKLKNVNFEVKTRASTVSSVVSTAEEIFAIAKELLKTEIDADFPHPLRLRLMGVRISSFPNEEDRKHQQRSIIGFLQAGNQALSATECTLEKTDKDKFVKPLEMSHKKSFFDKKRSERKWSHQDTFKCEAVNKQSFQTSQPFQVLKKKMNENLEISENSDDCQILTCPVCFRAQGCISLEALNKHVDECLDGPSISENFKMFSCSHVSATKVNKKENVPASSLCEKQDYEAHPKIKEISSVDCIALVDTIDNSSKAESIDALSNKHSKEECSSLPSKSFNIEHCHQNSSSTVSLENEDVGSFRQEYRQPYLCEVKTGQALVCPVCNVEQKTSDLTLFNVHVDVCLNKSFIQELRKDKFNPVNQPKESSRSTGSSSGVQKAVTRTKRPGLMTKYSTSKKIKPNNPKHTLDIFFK
#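 Pol kappa 10 nM + cpd, 15 min RT; start w/ substrate 50 nM final; fluorescence kinetic read, 0 and 10 min. Neg ctrl: buffer, no enzyme.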
# Glioma ERSR ind: ER stress response induction in glioma; U87-MG GRP78 promoter luciferase reporter, 16 h; AID 602332; Potency, µM, inactives show at the highest dose activation, actives largely listed as activators; actives 0.02% (n = 420,000); also: potency is read from the fitted curve at half-maximal effect; series mostly up to about 76 µM; % of control where 0% means no effect; nearly all actives have a fitted effect of over 35% in size
#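 Stably transfected U87-MG human glioma cells carrying a GRP78-based luminescent sensor were seeded at 1000 cells/well, pin-dosed with compounds and incubated 16 h. Luciferase reagent was then added, and end-point luminescence was read after 10 min at room temperature.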
# BLM inh: inhibitors of human Bloom syndrome helicase BLM | P54132 | recombinant BLM DNA unwinding, fluorescence dequenching | Potency, µM (highest dose often 56.1 µM), for the others: top-dose activity change, negative = inhibition, usual class: inhibitors | actives 0.2% (n = 350,000) | AID 2528;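 also: potency is read from the fitted curve at half-maximal effect; plate controls were vehicle for no effect and no enzyme for full effect; nearly all actives have a fitted effect of over 35% in size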
# Numbers without * were called inactive; u = inconclusive; x = not tested or not shown; & = joins results of further samples; [ ] = dose if it differs, or a comment. Unless noted, calls follow the shape of the dose curve; as a rule, active = well fitted curve in the direction sought with a large enough effect; inconclusive = small, poorly fitted or top-dose-only effect, or another doubt; inactive = no such curve, though single readings can be large; an effect the other way counts as inactive or inconclusive. A portion of the library, so the mix of outcomes need not match the whole.
# Values run as follows: LDHA inh	Pol eta inh	Pol iota inh	APE1 inh	Apoferritin bind	POLB inh	POLK inh	Glioma ERSR ind	BLM inh
(1) Cc1ccccc1Cn1ccc(NC(=O)c2nn3cccnc3c2Cl)n1
 : -3	-15%	64%[activator]	-1%	u	-1%	-8%	-1%	-1%
(2) O=C(O)[C@@H](c1ccccc1)N1Cc2ccccc2C1=O
 : -8	-3%	u	-7%	2%	5%	-12%	-2%	-6%
(3) CCOc1ccc(S(=O)(=O)N(CC(=O)NCc2cccnc2)c2ccc(C)cc2)cc1
 : -4	-8%	-21%	-6%	-7%	41%	-5%	-5%	-1%
(4) C[C@]1(CC/C(=C/CO)CO)[C@H](CO)CC[C@@]23COC(=O)C2=CCC[C@@H]31
 : -2	-10%	16%	37%	x	x	6%	-6%	x
(5) CCOC(=O)C1CCCN(C(=O)c2ccc(NC(=O)c3nsc4ccccc34)cc2)C1 (configuration not stated)
 : -2	-21%	8%	x	-6%	3%	-7%[60.1 µM]	-2%	-3%
(6) Cc1cccc(-c2c(O)cc(=O)[nH]c2Cl)c1
 : -5	-5%	12%	-1%	-2%	-19%	-15%	-4%	-3%
(7) NC(=O)C1CCCN(C(=O)CNC(=O)C23CC4CC(CC(C4)C2)C3)C1 (configuration not stated)
 : -2	-14%	10%	-10%	x	x	-3%	-5%	x
(8) Cc1ccccc1NC(=O)/C(C#N)=C\c1cn(CC(=O)O)c2ccccc12
 : -8	1%	u	-2%	u	-3%	-14%	-4%	-2%
(9) CN(C)c1ccc(/C=C2/C(=O)Nc3ccccc32)cc1
 : x	x	x	u	x	x	-9%[19.4 µM]	-7%	-9%
(10) CCOc1ccc(Nc2nc(N)c3ccccc3n2)cc1
 : -4	-20%	-7%	-11%	-13%	5%	-2%	-13%	-11%
(11) CN(C)S(=O)(=O)c1cccc(C(=O)N2CCc3ccccc32)c1
 : -7	-13%	8%	-5%	-16%	9%	-7%	-3%	-4%
(12) Cc1cc(NC(=O)COC(=O)[C@H](Cc2c[nH]c3ccccc23)NC(=O)c2ccc(F)cc2)no1
 : -2	-19%	-4%	-11%	-24%	-20%	0%	-1%	-9%
(13) COc1ccc(N2CCN(C(=O)c3ccc(N(C)S(=O)(=O)c4ccc(C)cc4)cc3)CC2)cc1
 : -5	-12%	125%[activator]	-9%	83%[activator]	4%	-12%	2%	-11%
(14) COc1ccc(N(CC(=O)N/N=C/c2ccc(N(C)C)cc2)S(=O)(=O)c2ccccc2)cc1
 : 0	-25%	47%[activator]	-13%	310%[activator]	54%	1%	2%	-5%
(15) COC(=O)C1=C(C)N(Cc2cccnc2)C(=O)C1
 : 1	-9%	21%	-2%	-13%	22%	-16%	-5%	-1%
(16) CN1CCN(C(=O)c2ccc3c(c2)OCCO3)CC1
 : -8	-10%	4%	-3%	-5%	-1%	4%	5%	-7%
(17) COc1cccc2c1cc1c(=O)n(CC(=O)NC3CCCCC3)nc(C)n12
 : -11&-12	-15%&-2%	-21%&1%	15%	-10%&5%	14%&2%	0%&-6%	-2%&-2%	2%&1%
(18) CC[C@]12c3[nH]c4ccc(Cl)cc4c3CCN1C(=O)[C@@H](CC(=O)NCCC1=CCCCC1)C[C@@H]2C(=O)N1CCN(C(=O)C2CC2)CC1
 : -3	-14%	20%	24%	x	x	12%	-1%	x
(19) Cc1noc(C)c1CSc1ccccc1C(=O)N1CCN(c2ccccc2)CC1
 : 4	-12%	-5%	-1%	-4%	2%	7%	-2%	-2%
(20) Cc1ccc(S(=O)(=O)N2CCCCC2)cc1C(=O)N(C)CCOc1ccccc1
 : -4	-23%	39%[activator]	18%	-18%	-8%	-12%	1%	-3%
(21) COC(=O)[C@H]1Cc2c([nH]c3ccccc23)[C@H](c2ccccc2)N1
 : -1	-20%	-8%	-9%	5%	40%	2%	-6%	-1%
(22) CCOc1ccc(NC(=O)CN(C)C(=O)COc2cccc3c2OC(C)(C)C3)cc1OCC
 : -1	-4%	21%	8%	x	x	-14%	-3%	x
(23) Cc1cc(C(=O)N/N=C/c2ccncc2)c(C)o1
 : 1	-6%	148%[activator]	3%	2%	4%	1%	-3%	-5%
(24) Cc1cccc(S(=O)(=O)Nc2ccc(-c3nc4ccc(C)cc4s3)cc2)c1
 : -4	-28%	-7%	4%	-15%	45%	-17%	-1%	-9%
(25) CC(=O)c1cc(-c2nc3ccccc3n2C)n(C)c1
 : -2	-6%	7%	-3%	3%	-15%	0%	-5%	-2%
(26) COc1cc(C)ccc1OCc1cc(C(=O)NCc2ccncc2)no1
 : -11	-13%	-1%	21%	-21%	0%	-17%	-1%	-3%
(27) COc1ccc(N(C2CSC2)S(=O)(=O)c2ccccc2)cc1
 : 2	2%	19%	-5%	-9%	13%	-13%	-4%	-7%
(28) COc1cccc(C(=O)NN2C(=S)N(c3ccccc3)C(=O)C2CC(N)=O)c1 (configuration not stated)
 : -9	-1%	-29%[58.9 µM]	29%	10%	1%	-10%	-1%	-2%
(29) CONC(=O)Nc1ccccc1[N+](=O)[O-]
 : -2	-15%	5%	-1%	1%	0%[57.1 µM]	-3%	-4%	5%
(30) O=C(CN1C(=O)S/C(=C\c2cccc(Cl)c2)C1=O)NC1C=CS(=O)(=O)C1 (configuration not stated)
 : -6	9%	7%	2%	-1%	37%	2%	-2%	1%
(31) COCCCNC(=O)CS(=O)(=O)Cc1nc(-c2ccccc2C)oc1C
 : 2	-22%	75%[activator]	0%	-8%	15%	1%	-1%	0%
(32) O=C(NCc1ccc(Cl)cc1)c1ccc(CNS(=O)(=O)c2ccc(F)cc2)cc1
 : 6&3	-12%	11%	x	-6%	-21%	-9%[60.1 µM]	-7%	-2%
(33) c1ccc(CNc2nc(-c3cccs3)nc3ccccc23)nc1
 : -8	5%	85%[activator]	-3%	-14%	2%	-9%	-5%	-2%
(34) Cc1cccc(NC(=O)C2CCN(S(=O)(=O)c3c(C)noc3C)CC2)c1
 : -4	-20%	33%[activator]	-12%	-10%	1%	-9%	-5%	0%
(35) CCOC(=O)C1CCCN(C(=O)c2cn(CC)c3ccc(S(=O)(=O)N4CCCC4)cc3c2=O)C1 (configuration not stated)
 : -15	2%	6%	-3%	-9%	0%	-7%	-2%	0%
(36) COc1ccc(NC(=O)c2cccnc2Nc2ccc(OC)cc2)cc1
 : -1	-23%	-9%	1%	u	-17%	-9%	0%	-4%
(37) Cc1cccc(NS(=O)(=O)c2cccc(C(=O)N3CCCCCCC3)c2)c1
 : 0	-11%	18%	1%	x	x	12%	-9%	x
(38) Cn1cccc1Cc1nnc(SCC(=O)Nc2ccc(F)cc2)n1-c1ccc(F)cc1
 : -6	-20%	-10%	-9%	-9%	-18%	-3%	-3%	0%
(39) C/C(=N\NC(=O)c1cc(-c2cccs2)nc2ccccc12)c1ccccn1
 : -4	-20%	10%	-2%	-4%	-2%	-21%	-6%	-2%
(40) CCOc1ccc(N(C(=O)c2snc(C(N)=O)c2N)C(C(=O)NC2CCCC2)c2ccncc2)cc1 (configuration not stated)
 : -1	-16%	35%[activator]	34%	8%	-1%	-5%	-3%	-10%
(41) COc1ccc(NC(=O)CN2C(=O)c3ccccc3S2(=O)=O)cc1S(=O)(=O)N1CCOCC1
 : -6	-8%	29%	13%	x	x	-2%	-3%	x
(42) CCN1CCCC1CNC(=O)C1CCN(Cc2nc(-c3cccc(Br)c3)oc2C)CC1 (configuration not stated)
 : 0	-11%	7%	9%	-18%	8%	-8%	-5%	5%
(43) O=C(Nc1ccc2c(c1)OCO2)C1CCN(S(=O)(=O)c2ccc3c(c2)OCCO3)CC1
 : 4	-10%	-9%	-5%	-4%	4%	-4%	-4%	-4%
(44) CCOC(=O)C1=NN(c2ccc(Cl)cc2)/C(=C/C2=NCCc3cc(OC)c(OC)cc32)S1
 : 0	0%	26%	-2%	7%	-21%	-19%	-4%	-1%
(45) Cc1ccc(/C(=N/Nc2nc3ccccc3s2)C2=C(O)c3ccccc3C2=O)cc1
 : -6	u	164%[activator]	u	-20%	3%	-3%	0%	-12%
(46) CN(C)CCNC(=O)C12CC3(C)CC(C)(CC(C)(C3)C1)C2
 : -5	-11%	11%	3%	-5%	8%	-4%	-2%	2%
(47) CN=c1scc(C)n1/N=C/c1ccc(O)cc1O
 : -1	-18%	-7%	-1%	-12%	11%	-21%	-9%	-4%
(48) Cc1ccc(-c2nnc3cccc(Cl)n23)cc1
 : -6	-1%	140%[activator]	-5%	-9%	-1%	-4%	-3%	-1%
(49) COc1ccc(Nc2nc(-c3cccc(OC)c3O)nc3ccccc23)cc1
 : 3	-18%	25%	-11%	-16%	-4%	-5%	5%	-15%
(50) CCCCOC(=O)C1=C(C)Nc2ncnn2C1c1cc(OC)ccc1OC (configuration not stated)
 : 0	-11%	23%	0%	-14%	6%	-3%	-3%	-2%
(51) COc1ccc(CNCCC(c2ccc(C)cc2)c2ccco2)cc1 (configuration not stated)
 : -12	x	21%	x	-23%	-17%	11%	x	2%
(52) O=C(Nc1nncs1)c1cc(S(=O)(=O)N2CCOCC2)ccc1Cl
 : -3	-15%	3%	55%[activator]	-4%	9%	5%	0%	-3%
(53) Cc1ccc(NC(=O)C(=O)NCCN2CCN(C(=S)Nc3ccccc3)CC2)cc1
 : -5	-13%	9%	1%	-1%	6%	-4%	-2%	-3%
(54) Brc1ccccc1-n1nnc(-c2cnc3ccccc3c2)n1
 : 1	-14%	9%	x	x	x	18%	-6%	x

# Source: PubChem BioAssay
